# UGM FP inh: inhibitors of M. tuberculosis UDP-galactopyranose mutase. P9WIQ1. actives 0.06% (n = 320,000). purified UGM, fluorescence polarization probe displacement. inhibition, % at 10 µM. AID 504406; in the data active means inhibition above about 10%, passing the limit was not always enough; inconclusive means no clear call, values can overlap the other calls
# BioA inh: inhibitors of Mycobacterium tuberculosis BioA enzyme | actives 0.096% (n = 360,000) | inhibition, % at 9.99 µM | purified M. tuberculosis BioA enzyme, plate reader; in the data active means inhibition above about 40%; inconclusive means no clear call, values can overlap the other calls
# GDH-TPI inh: inhibits GDH-TPI coupling enzymes, artifact for Mtb FBA screen; GDH-TPI coupled enzyme counterscreen, NADH absorbance; inhibition, % at 4.8 µM; actives 1.2% (n = 360,000); AID 588335; in the data active means inhibition above about 30%;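 further: 0% = DMSO wells and 100% = wells lacking the enzyme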
# PfHsp40 yeast: rescue of PfHsp40-mediated yeast toxicity; S. cerevisiae expressing PfHsp40, growth rescue, ATP luminescence; growth rescue, % at 12.5 µM; actives 0.68% (n = 340,000); in the data active means growth rescue above about 28%, passing the limit was not always enough; inconclusive means no clear call, values can overlap the other calls;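 further: yeast W303a lacking pdr1 and pdr3 grown in galactose medium; growth measured after three days at 30 °C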
# FBA Mtb inh: inhibits M. tuberculosis FBA enzyme; P9WQA3; purified M. tuberculosis FBA, fluorescence read-out; inhibition, % at 1 µM; actives 2.3% (n = 360,000); in the data active means inhibition above about 27%;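 further: 0% = vehicle and 100% = reference inhibitor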
# FadD28 FP inh: blocks FadD28 binding to the bisubstrate probe | fluorescence polarization | inhibition, % at 12.5 µM | actives 0.22% (n = 360,000); in the data active means inhibition above about 8.5%, passing the limit was not always enough; inconclusive means no clear call, values can overlap the other calls
# Vc quorum ag: quorum light induction in luxS cqsA deficient V. cholerae. V. cholerae BH1578 lux reporter, luminescence, 6 h. AID 588436. activation, % at 18.7 µM. actives 0.16% (n = 350,000); in the data active means activation mostly above about 9.7%, no sharp cut-off; inconclusive means no clear call, values can overlap the other calls; inactive means mostly below about 3.7%; further: not every result past the cut was called active; inactives centre near 0; reference of the scale not given here
# Y pestis TopoI: blocks Yersinia pestis topoisomerase I activity; Y. pestis Topo-I cleavage product accumulation, plate reader; activity, % at 10 µM; actives 0.064% (n = 360,000); AID 504884; in the data active means activity above about 50%, passing the limit was not always enough; inconclusive means no clear call, values can overlap the other calls; further: inactives centre near 2
# TcdB GH inh: blocks C. difficile toxin B glycohydrolase activity | inhibition, % at 9.99 µM | AID 652162 | actives 0.24% (n = 350,000) | TcdB glycohydrolase enzymatic assay, plate reader | P18177; in the data active means inhibition above about 10%
# Target sequence (P18177 whole entry, looked up): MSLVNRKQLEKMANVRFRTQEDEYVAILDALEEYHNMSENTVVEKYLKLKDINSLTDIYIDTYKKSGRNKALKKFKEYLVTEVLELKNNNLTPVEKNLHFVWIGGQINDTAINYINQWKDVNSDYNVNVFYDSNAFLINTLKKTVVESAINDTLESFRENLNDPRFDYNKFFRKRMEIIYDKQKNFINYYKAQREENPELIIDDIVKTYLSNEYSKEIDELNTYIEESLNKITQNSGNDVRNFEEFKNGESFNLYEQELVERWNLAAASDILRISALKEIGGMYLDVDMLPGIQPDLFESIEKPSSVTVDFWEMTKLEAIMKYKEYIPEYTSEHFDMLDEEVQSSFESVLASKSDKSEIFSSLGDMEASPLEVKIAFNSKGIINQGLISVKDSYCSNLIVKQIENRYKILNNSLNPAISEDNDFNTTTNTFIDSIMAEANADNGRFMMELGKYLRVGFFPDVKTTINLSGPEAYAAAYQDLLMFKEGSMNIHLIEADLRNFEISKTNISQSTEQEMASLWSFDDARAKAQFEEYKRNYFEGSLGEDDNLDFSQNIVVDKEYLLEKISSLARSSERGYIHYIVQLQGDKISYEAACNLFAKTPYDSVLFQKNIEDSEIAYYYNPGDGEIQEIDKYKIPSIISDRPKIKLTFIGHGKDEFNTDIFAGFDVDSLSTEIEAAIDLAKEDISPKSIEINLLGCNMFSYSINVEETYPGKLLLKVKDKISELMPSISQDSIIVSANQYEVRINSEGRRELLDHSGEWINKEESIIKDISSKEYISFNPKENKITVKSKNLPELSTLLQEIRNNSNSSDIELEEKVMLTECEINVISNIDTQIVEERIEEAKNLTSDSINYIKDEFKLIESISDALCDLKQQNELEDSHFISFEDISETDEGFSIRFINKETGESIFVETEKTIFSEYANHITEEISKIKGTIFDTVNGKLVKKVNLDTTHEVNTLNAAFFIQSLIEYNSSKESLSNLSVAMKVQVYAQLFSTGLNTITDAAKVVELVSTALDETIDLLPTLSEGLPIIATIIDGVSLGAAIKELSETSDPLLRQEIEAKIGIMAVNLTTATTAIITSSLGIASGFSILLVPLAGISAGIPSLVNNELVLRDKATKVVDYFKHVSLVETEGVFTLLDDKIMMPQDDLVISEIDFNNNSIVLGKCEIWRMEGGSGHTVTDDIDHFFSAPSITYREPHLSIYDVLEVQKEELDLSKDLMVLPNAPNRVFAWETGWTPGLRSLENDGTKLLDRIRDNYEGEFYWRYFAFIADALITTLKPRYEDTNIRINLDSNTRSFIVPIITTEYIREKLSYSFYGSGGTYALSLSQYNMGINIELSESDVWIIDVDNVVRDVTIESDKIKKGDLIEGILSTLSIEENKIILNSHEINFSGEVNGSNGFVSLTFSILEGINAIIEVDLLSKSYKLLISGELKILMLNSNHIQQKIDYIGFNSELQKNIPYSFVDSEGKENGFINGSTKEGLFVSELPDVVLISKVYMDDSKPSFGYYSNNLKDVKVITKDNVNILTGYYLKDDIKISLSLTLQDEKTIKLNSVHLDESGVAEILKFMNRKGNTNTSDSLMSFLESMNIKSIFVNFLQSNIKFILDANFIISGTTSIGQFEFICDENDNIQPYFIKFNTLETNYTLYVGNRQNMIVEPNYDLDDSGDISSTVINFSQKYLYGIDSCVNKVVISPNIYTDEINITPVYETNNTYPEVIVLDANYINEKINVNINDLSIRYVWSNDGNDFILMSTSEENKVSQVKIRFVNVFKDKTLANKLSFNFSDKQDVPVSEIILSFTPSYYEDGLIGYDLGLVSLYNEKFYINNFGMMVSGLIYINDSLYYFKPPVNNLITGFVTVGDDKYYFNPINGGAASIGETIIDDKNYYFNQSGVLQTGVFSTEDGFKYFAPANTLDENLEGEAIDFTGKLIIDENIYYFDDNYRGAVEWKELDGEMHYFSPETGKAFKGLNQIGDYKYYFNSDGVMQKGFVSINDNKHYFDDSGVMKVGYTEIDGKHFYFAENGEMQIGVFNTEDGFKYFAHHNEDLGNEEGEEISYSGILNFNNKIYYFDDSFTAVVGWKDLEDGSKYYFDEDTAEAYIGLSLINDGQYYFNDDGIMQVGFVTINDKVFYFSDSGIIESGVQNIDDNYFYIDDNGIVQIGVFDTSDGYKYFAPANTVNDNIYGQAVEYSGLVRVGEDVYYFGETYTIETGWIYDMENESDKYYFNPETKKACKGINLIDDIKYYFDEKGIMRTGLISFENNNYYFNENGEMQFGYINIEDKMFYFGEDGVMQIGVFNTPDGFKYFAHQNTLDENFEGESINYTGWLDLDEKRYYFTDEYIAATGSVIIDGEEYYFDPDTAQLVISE
# Active calls of the source: *; i = inactive; ? = inconclusive; . = not tested or not shown; & = joins results of further samples.
SMILES,UGM FP inh,BioA inh,GDH-TPI inh,PfHsp40 yeast,FBA Mtb inh,FadD28 FP inh,Vc quorum ag,Y pestis TopoI,TcdB GH inh
CN1c2ccccc2Oc2nnc(Cl)cc21,-0.1,.,7,0.8,28*,-3.3,-0.2,-5,-0.1
O=C(Nc1ccccc1)Nc1nnc(-c2ccccc2)o1,1.3,-2.7,1,1.4,2,-0.6,i,-5,.
Fc1ccc(-c2cc(C(F)(F)F)nc(N3CCCCC3)n2)cc1,-1.0,0.6,-3,0.1,0,1.5,0.3,8,.
CCc1nc2ccccc2n1CC(C)C(=O)O (centres undefined),-0.6,1.9,2,0.8,-1,0.0,i,7,.
CS(=O)(=O)c1ccc(C(=O)N2CCC(C(=O)O)(c3ccccc3)CC2)cc1,1.7,-0.7,-1,0.0,-2,0.7,i,-3,-1.3
COc1ccc(CNC(=O)CN2C(=O)NC(c3ccccc3)(c3ccccc3)C2=O)cc1OC,.,2.5,5,-1.1,1,0.4,i,24,1.9
Cc1cccc(C)c1NC(=O)COc1ccccc1C(=O)Nc1ccc(Br)cn1,0.8,3.1,8,0.3,2,-0.6,i,2,1.6
Cc1cnc(NC(=O)c2cc(S(=O)(=O)N(C)C)ccc2N2CCCC2)s1,-3.1,-1.2,16,.,-1,0.8,-0.1,14,1.3
COc1ccc(CNC(=O)C(=O)NCC2OCCN2S(=O)(=O)c2ccc(OC)cc2)cc1 (centres undefined),0.6,-2.4,2,-0.7,2,0.6,-1.7,15,0.1
COc1cc(NC(=O)c2cc(-c3ccco3)on2)c(OC)cc1Cl,-0.8,1.0,5,-0.9,4,-0.3,-4.2,0,1.0
C=CCn1cc(C=C2C(=O)NC(=O)NC2=O)c2ccccc21,4.1,-1.7,8,0.5,-6,-12,i,1,-0.3
CCOc1ccc(CCNC(=O)c2cc3sc(Cl)cc3n2C)cc1OCC,0.9,-5.3,10,-1.5,0,0.2,0.7,13,.
CCOc1ccc(N(CC(=O)N2CCCC2)S(=O)(=O)c2c(C)noc2C)cc1,2.6,-0.2,-1,-0.9,-2,-2.3,-0.6,3,1.1
Cc1cc2oc(=O)cc(-c3cc4ccccc4o3)c2cc1O,1.6,-1.7,24,-0.6,-2,0.7,-0.2,-8,-0.8
NC(=O)Cc1cn(-c2ncc(C(F)(F)F)cc2Cl)c2ccccc12,-2.6,1.9,-2,1.3,1,-1.8,i,6,.

# One compound at a time, from the list above.
# Shown for O=C(Nc1ccccc1)Nc1nnc(-c2ccccc2)o1 : UGM FP inh = 1.3; BioA inh = -2.7; GDH-TPI inh = 1; PfHsp40 yeast = 1.4; FBA Mtb inh = 2; FadD28 FP inh = -0.6; Vc quorum ag = i; Y pestis TopoI = -5; TcdB GH inh = .
# Shown for Cc1cccc(C)c1NC(=O)COc1ccccc1C(=O)Nc1ccc(Br)cn1 : UGM FP inh = 0.8; BioA inh = 3.1; GDH-TPI inh = 8; PfHsp40 yeast = 0.3; FBA Mtb inh = 2; FadD28 FP inh = -0.6; Vc quorum ag = i; Y pestis TopoI = 2; TcdB GH inh = 1.6
# Shown for COc1cc(NC(=O)c2cc(-c3ccco3)on2)c(OC)cc1Cl : UGM FP inh = -0.8; BioA inh = 1.0; GDH-TPI inh = 5; PfHsp40 yeast = -0.9; FBA Mtb inh = 4; FadD28 FP inh = -0.3; Vc quorum ag = -4.2; Y pestis TopoI = 0; TcdB GH inh = 1.0

# Next section:
SMILES,UGM FP inh,BioA inh,GDH-TPI inh,PfHsp40 yeast,FBA Mtb inh,FadD28 FP inh,Vc quorum ag,Y pestis TopoI,TcdB GH inh
Cc1ccc(C)c(N2CCN(S(=O)(=O)c3cn(C)cn3)CC2)c1,-0.2,-0.6,-5,-0.5,-1,-2.2,-0.3,-5,0.0
O=C(CNC(=O)Cc1ccccc1)NCC(=O)OCC(=O)c1ccc(F)cc1,1.3,-1.1,-3,-0.2,4,0.6,-0.9,-3,-0.1
CC1CN(C(=O)c2cc(-c3ccncc3)nc3ccccc23)CC(C)O1 (centres undefined),0.7,-3.7,15,-0.3,2,0.9,i,-7,0.0
COCCNC(=O)NC(=O)COC(=O)c1cc([N+](=O)[O-])ccc1Sc1nc(C)cs1,-1.4,.,25,0.2,2,0.5,i,11,.
Cn1c(Cc2cccc3ccccc23)nnc1SCC(=O)N1CCN(c2cccc(Cl)c2)CC1,5.2,-2.3,9,4.7,6,-4.8,-0.4,1,.
O=C(Nc1nnc(-c2ccc3c(c2)CCCC3)o1)c1ccc(Cl)cc1Cl,2.5,6.7,11,-1.8,1,0.6,-0.2,1,0.6
Cc1ccc2c(c1)C1CN(C)CCC1N2C(=O)COc1ccc(N(C)S(=O)(=O)c2cccs2)cc1 (centres undefined),4.0,.,1,0.4,5,-2.3,-0.5,4,1.4
CC(C)=C[C@@H]1C[C@H](C)[C@H]2CC[C@H](C)c3c(O[C@@H]4O[C@@H](C)[C@@H](O)[C@@H](O)[C@@H]4O)c(O)c(C)c1c32,-3.5,-2.6,6,1.4,4,-0.4,i,16,.
COc1ccc(OCC(=O)O/N=C(\N)c2ccc(OC)c(OC)c2)cc1,-1.3,-0.1,-3,0.5,-5,-2.1,-7.7,26,.
COc1ccc(NC(=O)C(C)N2C(=O)c3ccccc3S2(=O)=O)c(OC)c1 (centres undefined),1.5,0.9,1,-1.3,1,-2.7,0.6,-11,1.7
CC1=NS(=O)(=O)c2cc(Cl)ccc2N1,.,0.3,11,19,-2,-0.7,15,5,0.0
Cc1ccc(C(C)NC(=O)c2cc3cc(Br)ccc3oc2=N)cc1 (centres undefined),2.7,-1.1,8,0.1,-1,-0.3,0.5,-2,-1.0
O=C(O)C1CCN(S(=O)(=O)N2CCOCC2)CC1,-0.2,.,15,1.7,-1,-0.1,-0.4,4,.
Cc1nonc1C(=O)N/N=C/c1ccccc1,2.5,0.0,6,-1.5,0,1.3,-0.2,3,0.8
Cc1ccc(Nc2nc(C)cc(C)n2)c(Br)c1,-2.8,1.3,-9,-0.5,2,-3.2,2.0,5,.
CC1(C(=O)NS(=O)(=O)c2ccc(Br)cc2)CCN1C(=O)CCc1cccs1 (centres undefined),.,-1.5,0,.,4,2.5,-0.9,7,1.1
O=C(CCCCn1c(=O)[nH]c2ccccc2c1=O)NCCc1c[nH]c2ccccc12,-0.3,0.0,-3,-0.4,3,-1.1,-0.4,2,-0.8
COc1cc(O)c2c(=O)c(-c3ccc(O[C@@H]4O[C@H](CO)[C@@H](O)[C@H](O)[C@H]4O)cc3)coc2c1,3.6,0.3,11,2.5,1,-2.9,i,0,0.0
Cc1ccc(S(=O)(=O)NCc2ccco2)c(C)c1C,0.1,-2.0,1,-2.0,0,-2.2,i,5,.
Cc1ccc(N2CC(C(=O)OCC(=O)Nc3c(C)cccc3C)CC2=O)cc1 (centres undefined),.,11,-1,.,3,-0.4,5.9,3,1.1
CCOC(=O)C1CCN(S(=O)(=O)c2ccc3c(ccn3C)c2)CC1,2.8,0.8,-8,0.3,-4,-1.7,i,7,2.5
CCCCN(CC)CCCNC(=O)Cn1nc(Cc2cccnc2)c2ccccc2c1=O,-1.4,.,4,-0.8,-8,-2.3,i,3,.
CC(C)(C)c1ccccc1OCCCCCNCCO,-0.3,0.6,-2,0.7,0,-2.1,-0.2,-18,.
CCc1ccc(C2=CSC3=NCCN23)cc1,0.6,-1.9,8,0.4,1,-1.7,-0.6,1,0.0
CCC(=O)Nc1cnc(NC(=O)c2cccc(F)c2)cc1C,1.7,1.4,9,-0.3,4,0.5,i,9,.
COc1cc(/C=N/NC(=O)C[n+]2ccccc2)cc(OC)c1OC(C)=O,0.0,.,-6,0.0,4,-2.1,0.4,-3,-0.3
CC(C)CN(CC(C)C)c1nnc(NC(=O)Cn2c(=O)oc3ccccc32)s1,2.2,0.6,-8,1.5,1,-2.7,.,22,-11
CCCCCCCCCCCCCCCC[n+]1cccc(C(=O)N(CC)CC)c1,-3.3,18,11&1,?,4&2,14*,0.9&0.1,-17&-15,2.8
O=c1c2ccccc2nnn1CCO,-0.3,.,2,-0.1,4,-0.1,0.6,3,1.2
CSCCC(NC(=O)COc1ccccc1)C(=O)OCCOc1ccc(Br)cc1 (centres undefined),-2.0,.,11,-0.9,2,-3.2,i,39,2.2
CCOC(=O)CSc1nnc(NC(=O)CN2CCCCC2)s1,-1.9,-1.6,9,0.2,0,-3.6,i,-12,0.5
Cc1ccc(N(CC(=O)NCc2ccccc2)C(=O)CCC(=O)Nc2ccccn2)c(C)c1,3.5,0.6,7,0.6,2,.,-0.4,29,2.6
Cc1ccc2cn[nH]c2c1N,-3.5,.,5,-1.3,-1,0.5,0.1,-3,5.8
N/C(CSc1ccc(Cl)cc1)=N\S(=O)(=O)c1ccc(Cl)cc1,4.9,.,7,1.3,0,-1.5,i,-1,1.9
COc1ccc(N(CC(=O)N2CCC(C)CC2)S(=O)(=O)c2c(C)nn(C)c2C)cc1,2.6,-0.3,2,0.6,4,-1.2,1.5,6,0.0
OCC[C@@H]1C[C@H](O)[C@@H](O)[C@]2(CCc3ccccc3CO2)O1,-0.1,0.5,1,1.7,2,-0.1,i,4,0.4
CN(C)NC(=O)c1ccsc1NC(=O)c1ccc(S(=O)(=O)N2CCCC2)cc1,-1.1,-2.5,12,-0.3,-2,-1.6,-0.5,1,-0.3
O=C(CSc1nc(-c2cccs2)cc(C(F)(F)F)n1)NCc1ccco1,-0.5,0.8,11,-0.6,-1,-3.4,-7.1,4,.
NC(=O)c1ccsc1NC(=O)COC(=O)Cc1c[nH]c2ccccc12,2.3,3.4,1,-0.1,0,0.3,-2.8,2,-0.6
O=c1ccc2cc(S(=O)(=O)Nc3ccc(F)cc3)ccc2o1,-2.0,-0.8,-8,-0.1,2,-4.0,10,-3,.
CC(=O)CC(C)(C)n1nnc(-c2ccccc2)n1,-1.3,0.8,-4,-1.2,0,-5.6,-0.5,3,.
CCN1C[C@@]2(COC)C3[C@@H](OC)[C@H]4[C@@H]1[C@@]3(C1C[C@H]3[C@H](OC(C)=O)C1[C@]4(OC(C)=O)C[C@H]3OC)[C@@H](OC)C[C@H]2OC(C)=O (some centres undefined),1.2,-0.1,2,.,1,0.0,-0.3,-6,.
Cc1ccc(-c2nnn(CCC(=O)NC3CCCC3)n2)cc1,-2.2,.,8,1.1,1,-2.8,i,11,.
COc1ccc(CCNC(=O)Cn2c(=O)n(-c3ccc(F)cc3F)c(=O)c3sccc32)cc1OC,-0.2,-1.5,-3,-2.1,-7,-3.5,-0.5,-13,-1.6
CCCCCCn1c(=O)c(C(=O)Nc2nc(CC(=O)OCC)cs2)c(O)c2ccccc21,1.1,.,0,-0.6,5,-0.7,-0.5,-1,-0.6
CC[C@]12c3[nH]c4ccc(Cl)cc4c3CCN1C(=O)[C@@H](CC(=O)NC/C=C(\C)CCC=C(C)C)C[C@@H]2C(=O)N1CCN(C(=O)C2CC2)CC1,.,-5.7,-5,-1.9,-5,-5.1,-2.0,37,-0.1
C=CCn1c(O)c(/C=N/NC(=O)CCCC)c(=O)[nH]c1=S,-1.0,.,17,-1.0,-4,-2.5,i,-3,0.6
Cc1cc(C)nc(Nc2nc(C(N)Cc3ccc(Cl)cc3)cs2)n1 (centres undefined),.,0.4,-1,.,-2,-6.6,i,-7,1.0
Cc1ccc(NC(=O)NC(=O)CN2CCC(C(N)=O)CC2)c(C)c1,5.9,0.5,12,-0.6,3,-2.1,i,-5,0.4
COc1ccc(OC)c2sc(N(CCN(C)C)C(=O)c3ccc4ccccc4c3)nc12,0.1,-2.0,5,0.4,0,-3.0,i,8,-0.5
COc1ccccc1CCC(=O)NCCCn1ccc2ccccc21,5.1,0.5,1,2.3,0,0.2,-0.1,25,-2.1
COc1cccc(CNc2ccc3[nH]c(=O)[nH]c3c2)c1OCc1ccccc1F,0.6,-0.3,14,0.2,4,0.6,i,5,-1.7
C[C@H](N)c1nnc(SCc2c(Cl)cccc2Cl)o1,1.3,-1.1,1,0.0,0,-1.5,-0.3,6,.
CC(=O)O[C@H]1CC[C@@]2(C)[C@@H](CC[C@H]3[C@@H]4CC[C@H](C(C)O)[C@@]4(C)CC(=O)[C@@H]32)C1 (some centres undefined),2.0,-0.3,14,-1.4,3,-0.9,i,-8,-0.7
